# proCasp3 act: procaspase-3 (human) activation | P42574 | recombinant procaspase-3 D3A, Ac-DEVD-pNA absorbance 405 nm | activation, % at 8.5 µM | 330,000 compounds, 0.11% hits | AID 463141;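 active = activation above the mean of all tested compounds plus 3 SD, cut at about 21% in these data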;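 note: 0% = DMSO alone and 100% = DMSO wells spiked with extra 5 µM PC-3 D3A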
# Target sequence (P42574 whole entry D9A/D28A/D175A): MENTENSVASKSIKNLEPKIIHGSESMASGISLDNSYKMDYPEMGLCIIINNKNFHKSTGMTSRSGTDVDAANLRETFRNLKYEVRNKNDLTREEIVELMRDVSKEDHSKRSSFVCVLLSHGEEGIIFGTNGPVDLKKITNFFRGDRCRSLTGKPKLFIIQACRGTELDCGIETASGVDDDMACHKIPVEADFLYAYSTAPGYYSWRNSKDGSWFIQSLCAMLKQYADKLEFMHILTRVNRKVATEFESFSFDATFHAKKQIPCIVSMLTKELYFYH
#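 Technique: 405 nm absorbance of p-nitroaniline, reads at 0 and 120 min; Test system: Procaspase-3 D3A mutant; Incubation: 1 h enzyme-compound preincubation, then 2 h substrate reaction, 25 °C; Repeats: singlicate, each compound tested once; Benchmarks: low control DMSO wells, high control DMSO plus 5 µM PC-3 D3A.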
# procasp7 counter: counter-screen for procaspase-3 activators: activators of human procaspase-7 | AID 463210 | 330,000 compounds, 0.093% hits | recombinant procaspase-7, Ac-DEVD-pNA absorbance 405 nm; D23A/D198A/D206A triple mutant, cannot self-cleave; scale: DMSO 0, 5 µM enzyme 100 | P55210 | activation, % at 8.5 µM;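 active = percent activation above the screen-wide mean plus 3 SD, cut at about 25% in these data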
# Target sequence (P55210 whole entry D23A/D198A/D206A): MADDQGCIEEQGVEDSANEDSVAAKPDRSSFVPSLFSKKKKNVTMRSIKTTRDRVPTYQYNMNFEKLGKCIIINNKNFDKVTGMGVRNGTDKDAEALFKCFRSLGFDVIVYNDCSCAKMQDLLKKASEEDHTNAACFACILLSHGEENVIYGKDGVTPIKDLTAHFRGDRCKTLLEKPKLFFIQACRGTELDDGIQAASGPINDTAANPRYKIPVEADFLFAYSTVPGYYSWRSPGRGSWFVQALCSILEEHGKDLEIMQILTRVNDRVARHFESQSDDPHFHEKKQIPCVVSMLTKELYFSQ
#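 Detection: p-Nitroaniline absorbance at 405 nm, read at 0 and 120 min; system: Uncleavable procaspase-7 mutant enzyme; evaluation: % activation from two-timepoint absorbance difference, scaled to controls; times: 1 h enzyme–compound preincubation and 2 h substrate reaction, both 25 °C; buffer or medium: Zinc-free HEPES pH 7.4 with 300 mM NaCl, 0.01% Triton X-100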
# AHR act: human AHR activation | P35869 | AHR-responsive luciferase reporter cells, luminescence | activation, % at 5 µM | 320,000 compounds, 2.5% hits | AID 2796; in the data active = activation above about 47%;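 note: 0% = vehicle wells and 100% = reference agonist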
# LAP4 TOR yeast: yeast TOR pathway LAP4-GFP modulation | S. cerevisiae LAP4-GFP multiplex, flow cytometry GFP, 3 h; median GFP as percent of DMSO wells | 320,000 compounds, 0.34% hits | AID 2023 | GFP response vs DMSO, % at 10 µM;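 active = GFP response vs DMSO above a set limit, about the screen mean plus 3 SD, cut at about 150% in these data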
# RPL19A TOR yeast: alters RPL19A-GFP fluorescence in TOR pathway yeast screen; S. cerevisiae RPL19A-GFP strain, flow cytometry, 3 h; active compounds read low; percent response vs DMSO, % at 10 µM; 330,000 compounds, 0.3% hits; AID 2025;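 active = percent response vs DMSO below 50%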;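 note: median channel GFP fluorescence of the barcoded RPL19A-GFP strain; ratio of sample median GFP to plate DMSO average so 100% = DMSO; lower means less RPL19A-GFP as with rapamycin TOR inhibition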
# MEP2-GFP yeast: alters MEP2-GFP fluorescence in TOR pathway yeast screen. S. cerevisiae MEP2-GFP strain, flow cytometry GFP, 3 h; 100% = DMSO control level. GFP response vs DMSO, % at 10 µM. 330,000 compounds, 0.51% hits. AID 2016;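 active = GFP response versus DMSO above a set limit, roughly screen mean plus 3 SD, cut at about 180% in these data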;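 note: median GFP fluorescence of the barcode-gated MEP2-GFP cells per well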
# CR mimetic SO: yeast age-related superoxide inhibition as caloric restriction mimetic; S. cerevisiae aged cells, superoxide DHE fluorescence; active compounds read low; superoxide response (% of plate mean), % at 10 µM; 330,000 compounds, 0.18% hits; AID 2690;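 active = superoxide response under a set limit, about three screen SD below normal, cut at about 65% in these data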;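 note: yeast aged for seven days with compound at 30 °C before DHE staining; 100% = average MFI of all compound-treated wells on the plate with controls excluded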
# GASC-1 inh: inhibitors of human GASC-1 (JMJD2C) demethylase. Q9H3R0. GST-JMJD2C(1-420) H3K9me3 demethylation, DELFIA europium. inhibition, % at 2.35 µM. 330,000 compounds, 0.069% hits;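 active = more than half of a compound's replicate wells show inhibition beyond 50%, single wells judged on their own value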;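 note: signal counts dimethyl H3K9 product captured on neutravidin plate; 0% = median of DMSO wells and 100% = 0.3 times that DMSO median; strong numbers were not always called active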
# Target sequence (Q9H3R0 1-420 limits assumed): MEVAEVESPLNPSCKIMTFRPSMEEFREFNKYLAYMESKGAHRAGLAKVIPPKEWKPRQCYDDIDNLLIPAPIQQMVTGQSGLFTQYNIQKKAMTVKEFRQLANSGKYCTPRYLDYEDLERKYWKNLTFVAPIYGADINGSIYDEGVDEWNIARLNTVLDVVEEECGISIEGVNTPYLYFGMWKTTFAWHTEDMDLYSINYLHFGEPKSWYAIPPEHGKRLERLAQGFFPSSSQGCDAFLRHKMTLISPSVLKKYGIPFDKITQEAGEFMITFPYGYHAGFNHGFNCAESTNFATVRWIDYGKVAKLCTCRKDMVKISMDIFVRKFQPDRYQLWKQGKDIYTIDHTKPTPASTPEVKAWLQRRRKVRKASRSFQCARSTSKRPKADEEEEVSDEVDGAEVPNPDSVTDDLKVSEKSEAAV
# The depositor's hits bear a star; . = no result given; & = joins results of further samples.
# Sequence of screens – AHR act | RPL19A TOR yeast | GASC-1 inh | procasp7 counter | proCasp3 act | LAP4 TOR yeast | MEP2-GFP yeast | CR mimetic SO
> O=C(O)c1cccc(S(=O)(=O)N2CC=C(c3ccccc3)CC2)c1
    4 | 97 | 0 | -8 | 4 | 106 | 105 | 96
> O=C(/C=C/c1ccco1)N1CCc2ccccc21
    6 | 103 | -7 | -23 | -5 | 110 | 98 | 101
> COc1ccc(CCNC(=O)CN(c2cc([N+](=O)[O-])ccc2OC)S(C)(=O)=O)cc1OC
    1 | 100 | 24 | -7 | -7 | 103 | 106 | 108
> O=C(CN1CCCCC1)N/N=C/c1cccc(C(F)(F)F)c1
    3 | 96 | -11 | 4 | 0 | 99 | 99 | 95
> COc1cc(/C=C(/C#N)C(=O)Nc2ccc(C)cc2)ccc1Oc1nc(Cl)ncc1F
    13 | 98 | -4 | -7 | -2 | 90 | 95 | 96
> CSc1ncccc1C(=O)Nc1nc2ccc(F)cc2s1
    79* | 101 | -20 | 4 | 5 | 100 | 108 | 87
> Nc1nnc(SCc2cc3c(cc2Cl)OCO3)s1
    3 | 103 | -5 | -7 | 0 | 99 | 107 | 99
> Cc1ccc(CNC(=O)COC(=O)c2cccnc2Cl)cc1
    -1 | 102 | 1 | 4 | 2 | 94 | 105 | 97
> CN1CCc2c(sc(NC(=O)c3ccc(S(=O)(=O)N4CCc5ccccc54)cc3)c2C(N)=O)C1
    4 | 98 | -11 | 4 | -8 | 107 | 98 | 115
> COc1ccc(OCC(=O)NC(=S)Nc2ccc(S(=O)(=O)Nc3cc(OC)nc(OC)n3)cc2)cc1
    2 | 99 | 28 | -1 | 6 | 95 | 90 | 108
> CCOC(=O)c1ccc(CSc2n[nH]c(C)n2)o1
    0 | 103 | -6 | 13 | 0 | 105 | 101 | 91
> O=C(NCc1ccc2c(c1)OCO2)C(=S)N1CCOCC1
    -1 | 113 | 23 | 4 | -1 | 102 | 104 | 99
> CCn1cc(S(=O)(=O)CC(=O)Nc2ccc(OC)cc2)c2ccccc21
    5 | 98 | -5 | -3 | 5 | 106 | 121 | 116
> COc1ccccc1N(C)S(=O)(=O)c1ccc(C(=O)NC2=NCCS2)cc1
    1 | 95 | 0 | -5 | 3 | 106 | 94 | 99
> Cc1cc2c(cc1C)/C(=N/NC(=O)c1ccccn1)CCC2
    11 | 105 | 0 | 4 | 3 | 137 | 104 | 96
> CCOc1ccc2[nH]c(=O)c(CN(CCN3CCCC3)C(=S)Nc3ccccc3OC)cc2c1
    2 | 92 | -8 | 6 | 0 | 104 | 96 | 94
> C/C(=N\NC(=O)c1sccc1-n1cccc1)c1cccs1
    78* | 99 | 1 | 2 | 8 | 113 | 116 | 94
> CC(CN1CCOCC1)OC(=O)COc1ccc(F)cc1 (centres undefined)
    2 | 93 | -2 | 6 | 1 | 102 | 93 | 103
> C/C(CC(=O)NCc1ccc(Cl)cc1)=N\NC(=O)Cc1ccccc1
    10 | 101 | 9 | -3 | -4 | 92 | 99 | 101
> O=[N+]([O-])c1ccc(C(=S)N2CCC(Cc3ccccc3)CC2)cc1
    -1 | 105 | -11 | 1 | 1 | 96 | 109 | 99
> CCOC(=O)C1CCCN(c2c(N3CCN(C)CC3)c(=O)c2=O)C1 (centres undefined)
    0 | 97 | 2 | 9 | 2 | 98 | 102 | 102
> C#CCN1C(=O)C(O)(CC(=O)c2ccc(OC)c(OC)c2)c2ccccc21 (centres undefined)
    1 | 100 | 19 | 6 | -4 | 97 | 96 | 108
> Cc1onc(-c2ccccc2Cl)c1C(=O)Oc1cc(N)n(S(=O)(=O)c2ccc(F)cc2)n1
    2 | 97 | . | -27 | -26 | 98 | 96 | 82
> C/C(=N\NC(=O)c1nnn(-c2nonc2N)c1CN1CCc2ccccc21)c1ccccc1O
    9 | 93 | -8 | -7 | 4 | 93 | 105 | 90
> COc1ccc(N(CC(=O)NCc2ccco2)C(=O)CCC(=O)Nc2nccs2)c(OC)c1
    2 | 94 | -20 | 1 | 5 | 97 | 102 | 86
> O=C(CN(Cc1ccccc1Cl)C(=O)CN1C(=O)CSc2ccccc21)NC1CC1
    3 | 95 | 5 | 3 | 4 | 84 | 93 | 100
> CCOc1ccc(N2CC(C(=O)Nc3cc(C)on3)CC2=O)cc1 (centres undefined)
    76* | 89 | 1 | 8 | -4 | 76 | 94 | 102
> CSc1cnc2c(=O)n(C)c(=O)[nH]c2n1
    1 | 102 | 1 | 17 | 16 | 76 | 93 | 104
> COC(=O)c1ccc(NC(=O)C2CCCN(S(=O)(=O)c3cnc[nH]3)C2)cc1 (centres undefined)
    0 | 102 | -2 | -6 | -4 | 99 | 107 | 96
> Cc1cc(Nc2nn(C)c(N)c2C#N)ccc1F
    38 | 101 | 9 | 17 | 3 | 93 | 104 | 97

# Part of the list above, as comma-separated lines:
smiles,AHR act,RPL19A TOR yeast,GASC-1 inh,procasp7 counter,proCasp3 act,LAP4 TOR yeast,MEP2-GFP yeast,CR mimetic SO
Cc1cc(Nc2nn(C)c(N)c2C#N)ccc1F,38,101,9,17,3,93,104,97
CN1CCc2c(sc(NC(=O)c3ccc(S(=O)(=O)N4CCc5ccccc54)cc3)c2C(N)=O)C1,4,98,-11,4,-8,107,98,115
CCOC(=O)c1ccc(CSc2n[nH]c(C)n2)o1,0,103,-6,13,0,105,101,91
O=C(/C=C/c1ccco1)N1CCc2ccccc21,6,103,-7,-23,-5,110,98,101
C#CCN1C(=O)C(O)(CC(=O)c2ccc(OC)c(OC)c2)c2ccccc21 (centres undefined),1,100,19,6,-4,97,96,108
COC(=O)c1ccc(NC(=O)C2CCCN(S(=O)(=O)c3cnc[nH]3)C2)cc1 (centres undefined),0,102,-2,-6,-4,99,107,96

# (list continues)
# Sequence of screens – AHR act | RPL19A TOR yeast | GASC-1 inh | procasp7 counter | proCasp3 act | LAP4 TOR yeast | MEP2-GFP yeast | CR mimetic SO
> CCOC(=O)N1CCN(c2c(NCCCN(CC)c3cccc(C)c3)c(=O)c2=O)CC1
    0 | 98 | -4 | -3 | -2 | 99 | 96 | 112
> CCNCC(=O)Nc1ccc(N2CCOCC2)cc1
    -2 | 111 | 3 | 4 | -1 | 109 | 108 | 87
> Nc1cc(-c2ccccc2)ccc1O
    22 | 95 | -10 | -17 | -16 | 93 | 99 | 98
> Cc1cccc(CCNC(=O)C2CCN(S(=O)(=O)c3c(C)nn(C)c3C)CC2)c1
    0 | 101 | 0 | 3 | 2 | 101 | 111 | 88
> Cc1ccc2nc(NS(C)(=O)=O)sc2c1
    2 | 93 | -21 | -1 | -5 | 91 | 86 | 106
> Fc1ccccc1CSc1nnc(-c2cccs2)o1
    -9 | 106 | 6 | 2 | 2 | 125 | 112 | 90
> O=C(OCC(=O)N1CCCC1=O)c1cc(S(=O)(=O)N2CCOCC2)ccc1Cl
    0 | 99 | -1 | 6 | 6 | 106 | 99 | 97
> O=C(NCc1ccco1)C1CCN(C(=O)c2ccc(Cl)cc2Cl)CC1
    -1 | 109 | 4 | 5 | 3 | 101 | 111 | 93
> Cc1ccc(NC(=O)c2cnc(N3CCN(c4ccccn4)CC3)c3ccccc23)c(Br)c1
    9 | 102 | 14 | 9 | 4 | 96 | 96 | 102
> Cc1cc(Sc2nccn2C)ncc1[N+](=O)[O-]
    -3 | 103 | -2 | 3 | 6 | 90 | 103 | 103
> CC(C)(C)NC(=O)c1cc(F)c(F)cc1Cl
    -1 | 101 | 29 | 0 | -5 | 102 | 98 | 86
> CCOC(=O)C1C(c2cccc(F)c2)NC(=S)NC1(O)C(F)(F)F (centres undefined)
    0 | 109 | -4 | 2 | 3 | 98 | 101 | 98
> O=[N+]([O-])c1ccccc1S(=O)(=O)N1CCN(S(=O)(=O)c2ccc3c(c2)OCCO3)CC1
    2 | 92 | 0 | 8 | -2 | 90 | 90 | 69
> Cc1ncc(CN2CCCC(C(=O)Nc3ccc(-c4cscn4)cc3)C2)cn1 (centres undefined)
    12 | 101 | -3 | -2 | 1 | 80 | 85 | 114
> CC(C)C[C@H]1CN=C(Nc2ccccc2)N1CCc1cccc(F)c1
    2 | 90 | -5 | 6 | 2 | 91 | 93 | 113
> CCCC(=O)n1nc(-c2ccc(C)cc2)nc1NCc1ccco1
    44 | 96 | 4 | 2 | -4 | 117 | 125 | 104
> COc1ccc(OC)c(Nc2nc(NCCO)c3ccccc3n2)c1
    88* | 104 | -2 | 7 | -6 | 89 | 106 | 105
> N#C/C(=C\c1ccc(N2CCOCC2)o1)C(=O)NCC1CCCO1 (centres undefined)
    -1 | 103 | -13 | -8 | 1 | 90 | 105 | 118
> Cc1cc(Cl)ccc1NC(=O)c1ccc2c(c1)OCO2
    -1 | 110 | 0 | 3 | 6 | 90 | 109 | 101
> CCOC(=O)c1c(NC(=O)CSc2ncn[nH]2)sc(C(=O)NC)c1C
    10 | 101 | 11 | -1 | -6 | 103 | 105 | 103
> COc1cc(OC)cc(C(=O)NCCc2ccc(OC)c(OC)c2)c1
    2 | 96 | 1 | 4 | 0 | 106 | 95 | 91
> CCCSc1nnc(NC(=O)Nc2ccc(F)cc2)s1
    6 | 103 | -21 | -2 | -13 | 97 | 97 | 105
> Cc1ccc2cc(CN(CCCN3CCOCC3)C(=O)NC3CCCCC3)c(=O)[nH]c2c1C
    3 | 98 | 12&-2 | 1 | -4 | 97 | 111 | 94
> Cc1ccc(NC(=O)[C@@H]2CCCN2C(=O)c2cccs2)cc1S(=O)(=O)N1CCCCC1
    2 | 93 | . | 11 | -3 | 97 | 100 | 99
> CCOC(=O)N1CCN(C(=O)c2cc3sccc3n2C)CC1
    0 | 97 | -1 | -6 | 7 | 100 | 94 | 103
> CCN(CC)c1ccc(/C=C(\C#N)C(=O)NCc2ccco2)cc1
    1 | 90 | 6 | -23 | -8 | 98 | 86 | 112
> Cn1cccc1/C=N/NC(=O)C(O)c1ccccc1 (centres undefined)
    0 | 96 | -9 | -6 | 1 | 108 | 93 | 94
> CC(C)CC(=O)NC(=S)NCc1ccccc1
    0 | 105 | 7 | 4 | -3 | 114 | 105 | 95
> Cc1ccc(-c2nc(SC(C)C(=O)N3CCOCC3)n[nH]2)cc1 (centres undefined)
    20 | 94 | -10 | 9 | 4 | 95 | 102 | 114
> CCn1cc(/C=N/NC(=O)c2ccc(C#N)cc2F)c2ccccc21
    44 | 99 | -5 | 9 | 6 | 111 | 106 | 98
> CSCCC(NC(=O)c1ccccc1Br)C(=O)N1CCCC(C(F)(F)F)C1 (centres undefined)
    1 | 94 | -5 | 0 | 4 | 82 | 89 | 101
> CCOc1cc(Cl)c(S(=O)(=O)NCc2ccccn2)cc1Cl
    -4 | 94 | 0 | 1 | 1 | 97 | 95 | 114
> CCN(C[C@H]1N[C@@](Cc2ccccc2)(C(=O)OC)[C@H]2C(=O)N(C)C(=O)[C@@H]12)S(=O)(=O)c1ccc(OC)cc1
    0 | 105 | 9 | -1 | 7 | 98 | 107 | 100
> CN1CCN(C(=O)c2ccc3ccccc3c2)CC1
    0 | 102 | -44 | 4 | 0 | 98 | 98 | 90
> CCOC(=O)Cc1csc(NC(=O)Nc2cccs2)n1
    7 | 95 | -16 | -4 | 3 | 97 | 99 | 106
> O=C(CSc1nc2c(cnn2-c2ccccc2)c(=O)[nH]1)N1CCOCC1
    7 | 95 | . | -5 | 4 | 99 | 107 | 94

# Assay outcomes: PubChem BioAssay, several laboratories
